Screening results from PubChem.
TRPC4 act: opens the mouse TRPC4 cation channel | Q9QUQ5 | HEK293 TRPC4beta/mu-opioid, Fluo4 calcium fluorescence; hits give high values | B-score at 10 µM | 310,000 tested, 0.49% active | AID 2237;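 active = B-score above 5 SD of library B-scores, and initial fluorescence ratio not above library mean plus 5 SD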;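 also: positive B-score marks a calcium rise read as TRPC4 activation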
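System: HEK293 cells stably co-expressing mouse TRPC4beta and mu-opioid receptor; Schedule: Fluo4 dye loading 45 min at room temperature, 110 s recording; Detection: Fluo4 fluorescence, kinetic; Evaluation: B-scored integrated calcium fluorescence ratio; Controls: buffer (low) and maximal DAMGO (high).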
IEC-6 cytotox: counter-screen for KLF5 inhibitors: cytotoxicity in IEC-6 cells; IEC-6 cytotoxicity, luminescence viability; inhibition, % at 5 µM; 290,000 tested, 0.78% active; AID 1825; in the data active = inhibition above about 22%;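 also: 0% = plate median of test compound wells and 100% = cytotoxic reference compound wells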
TRPC4 potent: TRPC4 (mouse) allosteric potentiation | Q9QUQ5 | HEK293 TRPC4beta/mu-opioid, DAMGO EC20, Fluo-4 Ca2+ flux; hits give high values | B-score at 10 µM | 310,000 tested, 0.42% active;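 active = B-score of calcium response area above 5 SD of library B-scores, with initial fluorescence ratio within 5 SD of library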;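 also: B-score of integrated fluorescence ratio over time as area under calcium response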
SKKanGAS inh: inhibitors of SKKanGAS S. pyogenes growth in kanamycin (SK-promoter or general growth effect); 300,000 tested, 1.3% active; inhibition, % at 7.5 µM; BacTiter-Glo, 6 h;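 active = mean replicate score, as percent of positive control median, at least 50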;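 also: strain carries kanamycin resistance gene driven by streptokinase promoter and grows in 40 µg/ml kanamycin; loss of luminescence reflects streptokinase promoter inhibition or plain growth inhibition; 0% = median of DMSO wells and 100% = positive control at its reference dose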
TRPC6 act: activates the mouse TRPC6 cation channel; B-score at 10 µM; Q61143; HEK293-TRPC6 membrane potential dye fluorescence; hits give high values; 310,000 tested, 0.13% active;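 active = B-score of the integrated fluorescence ratio above library mean plus 3 SD, and starting fluorescence ratio within library mean plus 5 SD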;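 also: higher score means more depolarization so channel activation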
aSyn 5UTR inh: 5' untranslated region of α-synuclein, MLPCN primary screen; 300,000 tested, 0.82% active; inhibition, % (tested at 7.5 µM); alpha-synuclein 5'UTR reporter, inhibitor activity; AID 1813; in the data active = inhibition above about 60%;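 also: H4 neuroglioblastoma cells stably carrying SNCA 5'UTR luciferase fusion; 0% = DMSO wells and 100% = positive control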
TRPC6 inhibitor: blocks the mouse TRPC6 cation channel; Q61143; HEK293-TRPC6, membrane potential dye, ACh-evoked depolarization; hits give low values; B-score at 10 µM; 310,000 tested, 1.1% active; AID 2553;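 active = B-score under library mean minus 3 SD, initial fluorescence not abnormally high, positive integrated signal ratio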;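 also: B-score derived from integrated fluorescence ratio over the kinetic read; more negative B-score means stronger inhibition of depolarization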
KLF5 inhibitor: kruppel-like factor 5 inhibition; inhibition, % at 5 µM; 290,000 tested, 0.23% active; DLD-1 KLF5 promoter-luciferase reporter, luminescence; AID 1700;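 active = inhibition above a per-plate limit of that plate's mean compound inhibition plus 3 SD, cut at about 60% in these data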;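 also: 0% = DMSO wells and 100% = LY294002 at 200 µM; higher means less KLF5 promoter-driven luciferase light; inactives centre near -14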
MrgX1 antag: human MrgX1 receptor antagonism, primary screen | MRGX1-HEK293 calcium flux, Fluo-4, BAM8-22 antagonism; hits give low values | B-score at 10 µM | 310,000 tested, 1.3% active;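 active = calcium-response B-score plate-corrected more than 3 library SD below zero, starting fluorescence within 5 deviations, no agonist response on first addition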;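 also: peak minus trough fluorescence over baseline after final BAM8-22 challenge near maximal dose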
Target sequence (Q96LB2 whole entry, looked up): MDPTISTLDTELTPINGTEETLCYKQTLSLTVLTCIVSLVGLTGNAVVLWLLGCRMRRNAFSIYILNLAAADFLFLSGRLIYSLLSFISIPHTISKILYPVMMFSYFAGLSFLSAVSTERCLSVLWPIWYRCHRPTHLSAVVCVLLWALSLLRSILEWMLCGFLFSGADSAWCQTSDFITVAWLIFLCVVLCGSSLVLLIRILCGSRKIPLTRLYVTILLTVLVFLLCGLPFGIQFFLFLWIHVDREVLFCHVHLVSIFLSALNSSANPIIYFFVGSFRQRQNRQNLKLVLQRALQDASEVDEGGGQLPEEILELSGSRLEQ
TRPC4 inh: inhibitors of mouse TRPC4 channel; 300,000 tested, 0.39% active; Q9QUQ5; HEK293 TRPC4beta/mu-opioid, DAMGO-evoked Fluo4 calcium flux; hits give low values; B-score at 10 µM;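 active = B-score over 3 SD under the library average, no early fluorescence shift, positive overall ratio signal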
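test system = HEK293 cells with stable TRPC4beta plus mu-opioid receptor expression | detection = Fluo4 Ca2+ flux fluorescence | read-out = integrated fluorescence ratio relative to baseline, converted to per-well B score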
HIF act: HIF pathway transcriptional activation; 300,000 tested, 0.32% active; activation, % at 7.5 µM (by protocol); U2OS HRE-luciferase reporter, luminescence; normalized: DMSO 0%, desferrioxamine 100%;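 active = mean activation of at least 10% of the iron chelator positive control signal, with at least half of replicates also reaching 10%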
The depositor's hits bear a star.

CCN(CC)CC(C)(C)NS(=O)(=O)c1ccc(Cl)cc1 was read as TRPC4 act inactive, IEC-6 cytotox 2, TRPC4 potent inactive, SKKanGAS inh 6, TRPC6 act inactive, aSyn 5UTR inh 33, TRPC6 inhibitor inactive, KLF5 inhibitor 14, MrgX1 antag inactive, TRPC4 inh inactive and HIF act -0.1.
For COc1cccc(OC)c1C(=O)Nc1ccc2c3c(cccc13)CC2 the results were TRPC4 act inactive, IEC-6 cytotox 14, TRPC4 potent inactive, SKKanGAS inh 4, TRPC6 act inactive, aSyn 5UTR inh 15, TRPC6 inhibitor inactive, KLF5 inhibitor 0, MrgX1 antag inactive, TRPC4 inh inactive and HIF act -0.2.
CC(=O)c1ccc(-c2ccc(C(=O)N3CCC(C(N)=O)CC3)o2)cc1 was read as TRPC4 act inactive, TRPC4 potent inactive, SKKanGAS inh -1, TRPC6 act inactive, aSyn 5UTR inh -17, TRPC6 inhibitor inactive, MrgX1 antag inactive, TRPC4 inh inactive and HIF act 1.2.
For CCn1cc(Cl)c(C(=O)Nc2ccc(OC)c(OC)c2)n1 the results were TRPC4 act inactive, IEC-6 cytotox 4, TRPC4 potent inactive, SKKanGAS inh -21, TRPC6 act inactive, aSyn 5UTR inh -66, TRPC6 inhibitor inactive, KLF5 inhibitor -44, MrgX1 antag inactive, TRPC4 inh inactive and HIF act 1.7.
Screening COC(=O)c1ccccc1NC(=O)/C=C/C(=O)O returned TRPC4 act inactive, IEC-6 cytotox -2, TRPC4 potent inactive, SKKanGAS inh 13, TRPC6 act inactive, aSyn 5UTR inh 14, TRPC6 inhibitor inactive, KLF5 inhibitor -1, MrgX1 antag inactive, TRPC4 inh inactive and HIF act -0.2.
Screening COc1ccc(C)cc1N(CC(=O)Nc1cccnc1)S(=O)(=O)c1ccccc1 returned TRPC4 act inactive, IEC-6 cytotox 1, TRPC4 potent inactive, SKKanGAS inh -6, TRPC6 act inactive, aSyn 5UTR inh 7, TRPC6 inhibitor inactive, KLF5 inhibitor 6, MrgX1 antag inactive, TRPC4 inh inactive and HIF act -0.1.
`CC(CCc1ccco1)NC(=O)CCc1nnc2ccc(NCc3ccccc3Cl)nn12` (stereo unspecified) gave TRPC4 act inactive, IEC-6 cytotox -5, TRPC4 potent inactive, SKKanGAS inh -12, TRPC6 act inactive, aSyn 5UTR inh 9, TRPC6 inhibitor inactive, KLF5 inhibitor -6, MrgX1 antag inactive, TRPC4 inh inactive and HIF act -0.3.
Screening Cc1cc(Cl)cc(C)c1OCCCCCn1ccnc1 returned TRPC4 act 86*, IEC-6 cytotox -4, TRPC4 potent inactive, SKKanGAS inh 20, TRPC6 act inactive, aSyn 5UTR inh 5, TRPC6 inhibitor inactive, KLF5 inhibitor -10, MrgX1 antag inactive, TRPC4 inh inactive and HIF act -1.5.
`CCCNC(=O)C(Cc1ccccc1)NS(=O)(=O)c1ccc2c(c1)c(=O)n(C)c(=O)n2C` (stereo unspecified) gave TRPC4 act inactive, IEC-6 cytotox -2, TRPC4 potent inactive, SKKanGAS inh -1, TRPC6 act inactive, aSyn 5UTR inh -8, TRPC6 inhibitor inactive, KLF5 inhibitor -41, MrgX1 antag inactive, TRPC4 inh inactive and HIF act -0.1.
For c1cc(-c2cn(C[C@H]3CC[C@@H]([C@@H]4CC[C@H](Cn5cc(-c6ccsc6)nn5)O4)O3)nn2)cs1 the results were TRPC4 act inactive, IEC-6 cytotox 4, TRPC4 potent inactive, SKKanGAS inh -1, TRPC6 act inactive, aSyn 5UTR inh 6, TRPC6 inhibitor inactive, KLF5 inhibitor -25, MrgX1 antag inactive, TRPC4 inh inactive and HIF act -0.4.
Cc1ccc(S(=O)(=O)/N=C2/NC(=O)/C(=C/c3ccccc3)S2)cc1 was read as TRPC4 act inactive, IEC-6 cytotox -13, TRPC4 potent inactive, SKKanGAS inh -18, TRPC6 act inactive, aSyn 5UTR inh 4, TRPC6 inhibitor inactive, KLF5 inhibitor -20, MrgX1 antag inactive, TRPC4 inh inactive and HIF act -0.2.
For C=CCn1c(N)c(C(=O)Nc2ccc(C)c(C)c2)c2nc3ccccc3nc21 the results were TRPC4 act inactive, IEC-6 cytotox -1, TRPC4 potent inactive, SKKanGAS inh 16, TRPC6 act inactive, aSyn 5UTR inh 38, TRPC6 inhibitor inactive, KLF5 inhibitor -13, MrgX1 antag inactive, TRPC4 inh inactive and HIF act 0.0.
CSc1ncccc1C(=O)OCc1nc2ccsc2c(=O)[nH]1 was read as TRPC4 act inactive, TRPC4 potent inactive, SKKanGAS inh 11, TRPC6 act inactive, aSyn 5UTR inh 1, TRPC6 inhibitor inactive, MrgX1 antag inactive, TRPC4 inh inactive and HIF act 0.6.
Screening O=C(Nc1ncccn1)c1cccs1 returned TRPC4 act inactive, IEC-6 cytotox -2, TRPC4 potent inactive, SKKanGAS inh 0, TRPC6 act inactive, aSyn 5UTR inh -7, TRPC6 inhibitor inactive, KLF5 inhibitor -6, MrgX1 antag inactive, TRPC4 inh inactive and HIF act -0.3.
Screening COc1ccccc1N1CCN(C(=O)c2cc3c(C)nc4ccccc4c3o2)CC1 returned TRPC4 act inactive, IEC-6 cytotox 11, TRPC4 potent inactive, SKKanGAS inh 27, TRPC6 act inactive, aSyn 5UTR inh 29, TRPC6 inhibitor inactive, KLF5 inhibitor -32, MrgX1 antag inactive and TRPC4 inh inactive.
`COc1ccc(/C=C2\Sc3ccc(C(=O)N4CCN(Cc5ccccc5)CC4)cc3N(C)C2=O)cc1OC` gave TRPC4 act inactive, IEC-6 cytotox -4, TRPC4 potent inactive, SKKanGAS inh 71*, TRPC6 act inactive, aSyn 5UTR inh 22, TRPC6 inhibitor inactive, KLF5 inhibitor -15, MrgX1 antag inactive, TRPC4 inh inactive and HIF act -0.7.
CC1CCN(C(=S)c2ccc([N+](=O)[O-])cc2)CC1 was read as TRPC4 act inactive, IEC-6 cytotox -3, TRPC4 potent inactive, SKKanGAS inh 3, TRPC6 act inactive, aSyn 5UTR inh 21, TRPC6 inhibitor inactive, KLF5 inhibitor -16, MrgX1 antag inactive, TRPC4 inh inactive and HIF act 0.6.
Screening CNC(=O)c1ccsc1NC(=O)c1ccc(S(=O)(=O)N2CCc3ccccc32)cc1 returned TRPC4 act inactive, IEC-6 cytotox -1, TRPC4 potent inactive, SKKanGAS inh 31, TRPC6 act inactive, aSyn 5UTR inh 37, TRPC6 inhibitor inactive, KLF5 inhibitor 0, MrgX1 antag inactive, TRPC4 inh inactive and HIF act -0.9.
Screening CC(=O)c1cc2c(cc1NS(=O)(=O)c1ccccc1)OCO2 returned TRPC4 act inactive, IEC-6 cytotox 4, TRPC4 potent inactive, SKKanGAS inh -8, TRPC6 act inactive, aSyn 5UTR inh 15, TRPC6 inhibitor inactive, KLF5 inhibitor -6, MrgX1 antag inactive, TRPC4 inh inactive and HIF act -0.4.
`COc1ccc2nc(SCc3cnc(C)nc3N)[nH]c2c1` gave TRPC4 act inactive, IEC-6 cytotox 1, TRPC4 potent inactive, SKKanGAS inh 13, TRPC6 act inactive, aSyn 5UTR inh -11, TRPC6 inhibitor inactive, KLF5 inhibitor 4, MrgX1 antag inactive, TRPC4 inh inactive and HIF act 0.1.
`CC(C)C1Oc2ccccc2C(=O)N(CC(=O)c2ccc3c(c2)OCCO3)C1=O` (stereo unspecified) gave TRPC4 act inactive, IEC-6 cytotox 7, TRPC4 potent inactive, SKKanGAS inh -1, TRPC6 act inactive, aSyn 5UTR inh -224, TRPC6 inhibitor inactive, KLF5 inhibitor -239, MrgX1 antag inactive, TRPC4 inh inactive and HIF act 4.7.
`C=CCn1c(COc2cccc(C)c2)nnc1SCn1nnc2ccccc2c1=O` gave TRPC4 act inactive, IEC-6 cytotox 2, TRPC4 potent inactive, SKKanGAS inh 4, TRPC6 act inactive, aSyn 5UTR inh -28, TRPC6 inhibitor inactive, KLF5 inhibitor -24, MrgX1 antag inactive, TRPC4 inh inactive and HIF act -1.0.
`N#Cc1nc(-c2ccco2)oc1N1CCc2ccccc2C1` gave TRPC4 act inactive, IEC-6 cytotox 1, TRPC4 potent inactive, SKKanGAS inh 0, TRPC6 act inactive, aSyn 5UTR inh -15, TRPC6 inhibitor inactive, KLF5 inhibitor -18, MrgX1 antag inactive and HIF act 1.1.
For Cc1ccc(S(=O)(=O)c2nc(S(C)(=O)=O)sc2N2CCC(O)CC2)cc1 the results were TRPC4 act inactive, IEC-6 cytotox -6, TRPC4 potent inactive, SKKanGAS inh 5, TRPC6 act inactive, aSyn 5UTR inh 7, TRPC6 inhibitor inactive, KLF5 inhibitor -27, MrgX1 antag inactive, TRPC4 inh inactive and HIF act 0.0.
`COc1ccc(Cc2noc(CN3CCCN(C4Cc5ccccc5C4)CC3)n2)cc1OC` gave TRPC4 act inactive, IEC-6 cytotox -3, TRPC4 potent inactive, SKKanGAS inh 3, TRPC6 act inactive, aSyn 5UTR inh 1, TRPC6 inhibitor inactive, KLF5 inhibitor -21, MrgX1 antag inactive, TRPC4 inh inactive and HIF act -0.5.
CCN1CCN(Cc2nnc(-c3ccccc3)o2)CC1 was read as TRPC4 act inactive, IEC-6 cytotox 2, TRPC4 potent inactive, SKKanGAS inh -3, TRPC6 act inactive, aSyn 5UTR inh -6, TRPC6 inhibitor inactive, KLF5 inhibitor -11, MrgX1 antag inactive, TRPC4 inh inactive and HIF act -0.3.
Screening COc1ccc(-c2nn(-c3ccccc3)cc2/C=N/NC(N)=S)cc1OC returned TRPC4 act inactive, IEC-6 cytotox 72*, TRPC4 potent inactive, SKKanGAS inh 9, TRPC6 act inactive, aSyn 5UTR inh 90*, TRPC6 inhibitor inactive, KLF5 inhibitor 69*, MrgX1 antag inactive, TRPC4 inh inactive and HIF act -0.2.
Screening COCCNS(=O)(=O)c1cc(OC)ccc1OC returned TRPC4 act inactive, IEC-6 cytotox 0, TRPC4 potent inactive, SKKanGAS inh -7, TRPC6 act inactive, aSyn 5UTR inh 24, TRPC6 inhibitor inactive, KLF5 inhibitor -12, MrgX1 antag inactive, TRPC4 inh inactive and HIF act 0.2.
Screening O=C(Nc1nnc(-c2ccc3c(c2)CCCC3)o1)c1ccccc1 returned TRPC4 act 66*, IEC-6 cytotox 4, TRPC4 potent inactive, SKKanGAS inh 94*, TRPC6 act inactive, aSyn 5UTR inh 17, TRPC6 inhibitor inactive, KLF5 inhibitor -51, MrgX1 antag inactive, TRPC4 inh inactive and HIF act 0.1.
